# Compound activity (PubChem)
# M4 PAM – CHRM4 positive allosteric modulation. AID 624126. 360,000 compounds, 0.4% hits. CHO-K1 hM4/Gqi5, Fluo-8 calcium fluorescence, ACh EC20; 0% = ACh EC20, 100% = maximal ACh. activation, % at 3 µM. P08173;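 active = activation above its plate's cutoff, the mean activation of sample wells plus 3 SD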; note: some results filed as inactive read as strong as hits
# Target sequence (P08173 whole entry, looked up): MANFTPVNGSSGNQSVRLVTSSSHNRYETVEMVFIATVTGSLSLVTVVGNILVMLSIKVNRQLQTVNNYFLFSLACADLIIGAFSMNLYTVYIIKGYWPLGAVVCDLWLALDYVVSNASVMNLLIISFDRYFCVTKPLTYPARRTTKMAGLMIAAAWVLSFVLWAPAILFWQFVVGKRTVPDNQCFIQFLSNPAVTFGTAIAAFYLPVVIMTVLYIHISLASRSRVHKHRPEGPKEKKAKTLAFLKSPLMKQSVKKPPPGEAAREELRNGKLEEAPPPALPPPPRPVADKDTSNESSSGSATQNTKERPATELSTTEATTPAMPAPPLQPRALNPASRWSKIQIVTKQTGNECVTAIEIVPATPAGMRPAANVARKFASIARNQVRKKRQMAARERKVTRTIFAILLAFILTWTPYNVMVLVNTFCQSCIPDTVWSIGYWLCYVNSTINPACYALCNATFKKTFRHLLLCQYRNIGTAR
# M5 ag – CHRM5 agonism in calcium assay; P08912; CHO-K1 hM5 cells, Fluo-8 calcium fluorescence; 0% DMSO wells, 100% maximal acetylcholine response; activation, % at 3 µM; 360,000 compounds, 0.19% hits; AID 624037;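 active = activation above the run's mean over test compounds plus 3 SD, cut at about 23% in these data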;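 note: signal is peak over basal fluorescence ratio across the kinetic read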
# Target sequence (P08912 whole entry, looked up): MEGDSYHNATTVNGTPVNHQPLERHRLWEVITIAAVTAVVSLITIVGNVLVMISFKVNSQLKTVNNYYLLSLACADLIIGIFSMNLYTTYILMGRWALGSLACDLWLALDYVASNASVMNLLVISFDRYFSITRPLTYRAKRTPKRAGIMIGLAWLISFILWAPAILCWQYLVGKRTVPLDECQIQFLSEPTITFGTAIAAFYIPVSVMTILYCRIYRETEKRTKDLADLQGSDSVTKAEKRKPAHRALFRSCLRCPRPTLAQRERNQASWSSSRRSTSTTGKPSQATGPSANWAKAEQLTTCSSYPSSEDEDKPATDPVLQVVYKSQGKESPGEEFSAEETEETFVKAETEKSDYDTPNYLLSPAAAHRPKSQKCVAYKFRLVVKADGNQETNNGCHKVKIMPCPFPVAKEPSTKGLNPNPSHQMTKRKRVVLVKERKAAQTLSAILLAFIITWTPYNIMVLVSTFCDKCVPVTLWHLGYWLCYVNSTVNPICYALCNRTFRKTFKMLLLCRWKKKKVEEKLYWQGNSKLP
# CHRM4 antagonist – CHRM4 antagonism in calcium assay | P08173 | CHO-hM4 cells, ACh EC80, Fluo-8 calcium fluorescence | inhibition, % at 3 µM | 360,000 compounds, 0.73% hits | AID 624125;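 active = inhibition above its plate's cutoff, the mean inhibition of sample wells plus 3 SD, cut at about 27% in these data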;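 note: 0% = acetylcholine EC80 with DMSO and 100% = DMSO without agonist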
# M1 ag parental – M1 agonist counterscreen hit in parental CHO-K1 cells | Fluo-8 calcium fluorescence; scaled to maximal ATP response, vehicle zero | activation, % at 3 µM | 360,000 compounds, 0.48% hits | AID 602248; in the data active = activation above about 15%;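 note: untransfected CHO-K1 host cells lacking M1 receptor as counterscreen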
# CHRM5 PAM – potentiates acetylcholine response at human M5 receptor; P08912; CHO-K1 hM5, Fluo-8 calcium, ACh EC20 PAM; 0% = ACh EC20, 100% = ACh EC100; activation, % at 3 µM; 360,000 compounds, 0.3% hits; AID 624038;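 active = activation above the run cutoff, the mean activation of all test compounds plus 3 SD, cut at about 18% in these data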
#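 system = human M5 receptor in CHO-K1 cells | reagent = EC20 acetylcholine as agonist stimulus | compound dosing = single-point, 3 µM nominal | incubation = Fluo-8 loading 80 min at 37 °C plus 30 min room temperature | detection = Fluo-8 calcium dye fluorescence, kinetic read | benchmarks = low control EC20 acetylcholine (0%), high control EC100 acetylcholine (100%)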
# M4 ag – agonists of human muscarinic M4 receptor (CHRM4) | P08173 | CHO-K1 hM4/Gqi5, Fluo-8 calcium fluorescence; vehicle 0%, full acetylcholine response 100% | activation, % at 3 µM | 360,000 compounds, 0.14% hits;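 active = activation above the run mean over all test wells plus 3 SD, cut at about 32% in these data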;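 note: peak over basal fluorescence ratio per well then scaled between controls; 0% = DMSO wells and 100% = acetylcholine at EC100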
# CHO-K1 Ca antag – M1 antagonist counterscreen hit in parental CHO-K1 cells. inhibition, % at 3 µM. 360,000 compounds, 0.6% hits. AID 602250. ATP-induced calcium, Fluo-8 fluorescence;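 active = inhibition above a per-plate cutoff, the plate's mean sample inhibition plus 3 SD, cut at about 24% in these data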;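 note: 0% = DMSO plus EC80 ATP and 100% = DMSO alone without ATP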
# M5 antag – CHRM5 antagonism in calcium assay; P08912; AID 624040; 360,000 compounds, 0.59% hits; inhibition, % at 3 µM; CHO-hM5 cells, Fluo-8 calcium fluorescence, ACh EC80;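 active = inhibition above a per-plate cutoff, the mean of that plate's test compounds plus 3 SD, cut at about 27% in these data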;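 note: 0% = acetylcholine EC80 with DMSO and 100% = DMSO without agonist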
# CHO-K1 Ca PAM – M1 PAM counterscreen hit in parental CHO-K1 cells; ATP EC20, Fluo-8 calcium fluorescence; 0% at ATP EC20, 100% at ATP max; activation, % at 3 µM; 360,000 compounds, 0.02% hits; AID 602247;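 active = activation above the run cutoff, the mean activation of all test compounds plus 3 SD, cut at about 40% in these data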;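 note: peak over basal fluorescence ratio in a 140 s read after ATP addition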
# * = called active by the depositor. Rows are unselected; overall some 2.7% were active at least once.
SMILES,M4 PAM,M5 ag,CHRM4 antagonist,M1 ag parental,CHRM5 PAM,M4 ag,CHO-K1 Ca antag,M5 antag,CHO-K1 Ca PAM
CC(C)NC(=O)CN1C(=O)C(=O)c2ccccc21,-4,-1,2,0.2,2,1,1,7,13
O=C1NC(=O)/C(=C/c2cc3c(cc2Br)OCO3)S1,0,1,-4,0.9,3,3,-16,1,-11
COc1ccc(C(=O)OCC(=O)c2cc(OC)ccc2OC)c(OC)c1,4,-4,-6,4.2,-8,10,-22,7,15
CC(=O)N1c2ccc(S(=O)(=O)N3CCC(C(=O)N4CCN(c5cc(Cl)ccc5C)CC4)CC3)cc2CC1C (stereo unspecified),-18,5,36*,12,-17,21,26*,28*,-18
C=CCN(CC=C)S(=O)(=O)c1ccc2nsnc2c1,3,-6,-8,-0.9,1,0,-3,0,11
CCCc1ccc2c(C(F)(F)F)cc(C(F)(F)F)cc2n1,2,3,0,1.3,3,0,-1,1,22
COc1ccc(S(=O)(=O)NC(Cc2cnc[nH]2)C(=O)O)cc1 (stereo unspecified),1,-4,-3,0.1,0,1,-7,-3,12
COc1ccc(CCNC(=O)CCCCC(=O)NCCc2ccc(OC)c(OC)c2)cc1OC,18,-5,-17,0.2,9,1,-11,3,16
Cc1cccc(C)c1NC(=O)C(NS(=O)(=O)c1cccs1)c1ccccc1 (stereo unspecified),10,3,-6,4.7,2,2,-8,-2,25
CCC(CC)C(=O)Nc1nnc(S(=O)(=O)N2c3ccccc3CC2C)s1 (stereo unspecified),5,-2,-26,3.4,-4,3,-4,-8,14
Cc1cccc(CCNC(=O)C2CC(O)CN2C(=O)Nc2ccccc2)c1 (stereo unspecified),10,-1,-12,0.2,3,0,-4,4,6
N/C(=N\NS(=O)(=O)c1ccc(Cl)cc1)c1ccccn1,1,1,-6,0.3,0,2,-5,1,6
CC(C)NCC(O)COCCOc1ccc(C(C)(C)C)cc1 (stereo unspecified),3,-1,1,1.4,-4,3,-13,9,20
CCOc1ncccc1C(=O)Nc1nnc(C2CC2)s1,-2,-1,-6,0.6,-1,3,-20,-9,24
COc1cc(C2NCC(c3ccc(Cl)cc3Cl)c3c2[nH]c2ccccc32)cc(OC)c1OC (stereo unspecified),-6,-5,17,-0.7,8,2,8,11,-8
CC(=O)Nc1nc(C=C(Cl)Cl)cs1,3,-6,-4,1.0,11,0,3,-4,8
COc1cccc(C(O)c2nc(-c3ccc(F)cc3OC)cs2)c1 (stereo unspecified),-1,-1,-5,0.4,-3,2,-5,6,8
COc1ccc(C(O)Cc2nc3ccccc3n2C)cc1OC (stereo unspecified),-8,1,-3,0.8,-13,5,0,9,7
Cc1nn(CC(=O)NC2CCC(C)CC2)c(C)c1[N+](=O)[O-] (stereo unspecified),21,3,-12,-0.4,16,1,1,-12,-7
O=c1oc2ccccc2c(NCCO)c1[N+](=O)[O-],2,-5,0,0.2,0,0,-20,11,18

# One compound at a time, as listed above. Values in the order: M4 PAM	M5 ag	CHRM4 antagonist	M1 ag parental	CHRM5 PAM	M4 ag	CHO-K1 Ca antag	M5 antag	CHO-K1 Ca PAM
# Entry for `CCCc1ccc2c(C(F)(F)F)cc(C(F)(F)F)cc2n1` → 2	3	0	1.3	3	0	-1	1	22
# Entry for `CC(C)NC(=O)CN1C(=O)C(=O)c2ccccc21` → -4	-1	2	0.2	2	1	1	7	13
# Entry for `Cc1cccc(C)c1NC(=O)C(NS(=O)(=O)c1cccs1)c1ccccc1` (stereo unspecified) → 10	3	-6	4.7	2	2	-8	-2	25
# Entry for `COc1ccc(CCNC(=O)CCCCC(=O)NCCc2ccc(OC)c(OC)c2)cc1OC` → 18	-5	-17	0.2	9	1	-11	3	16

# The list continues.
SMILES,M4 PAM,M5 ag,CHRM4 antagonist,M1 ag parental,CHRM5 PAM,M4 ag,CHO-K1 Ca antag,M5 antag,CHO-K1 Ca PAM
Cc1c(CN2CCCC(C(=O)c3cccc(Cl)c3)C2)c(=O)n(-c2ccccc2)n1C (stereo unspecified),-11,-10,8,-0.3,-2,1,3,7,6
O=C(c1cc(-c2cccnc2)nc2ccccc12)N1CCN(S(=O)(=O)c2ccc(Cl)s2)CC1,-4,0,2,6.3,-18,21,-9,6,9
Cc1ccccc1N=Nc1c(C)[nH]n(C(N)=S)c1=O,-3,-2,10,0.2,7,1,-2,5,-2
Nc1c(-c2ccc3c(c2)OCCO3)oc2ccccc2c1=O,-3,-2,5,-0.3,0,-1,-3,16,17
O=C(c1ccco1)N1CC2(CC(c3ccc(Cl)cc3)=NO2)CN1Cc1ccc(Br)cc1 (stereo unspecified),5,1,-4,0.0,4,0,-1,-1,9
CCN1CCN(c2ncc3c(n2)CC(c2ccc(OC)c(OC)c2)CC3=O)CC1 (stereo unspecified),-2,-4,10,0.9,0,1,-2,3,12
COc1cccc(C(=O)OCC(=O)NCc2ccc3c(c2)OCO3)c1OC,-1,-1,-8,-0.3,7,2,-4,9,-1
Brc1ccc(-c2csc3ncnc(-n4nnc5ccccc54)c23)cc1,-3,-1,-9,-0.5,0,-1,8,0,-4
Nc1nc(N)c(N=Nc2ccc(S(N)(=O)=O)cc2)c(=O)[nH]1,-2,-3,-9,1.6,1,1,-17,-1,2
CCOC(=O)C1CCCCN1Cc1cccc(F)c1 (stereo unspecified),5,2,-1,0.4,2,1,-20,-1,12
Nc1nc(-c2ccc(Cl)cc2)cc(C(F)(F)F)n1,3,-2,5,0.1,-6,0,-18,3,-14
Cc1ccc(Cn2c(C3CCCN3c3nc(-c4ccc(F)cc4)cs3)nc3cc(C(F)(F)F)ccc32)cc1 (stereo unspecified),-1,3,-8,0.3,-7,1,-13,2,10
CCOC(=O)CSc1nnc2n(Cc3ccccc3)c(=O)c3c4c(sc3n12)CCC4,-1,2,1,-0.5,8,1,-4,-6,1
CCOC(=O)c1ccc(S(=O)(=O)NNC(=O)c2ccc3c(c2)nc(C)n3CC)cc1,-6,1,10,0.3,8,0,-8,-1,8
CN(C)S(=O)(=O)c1cccc(NC(=O)Cn2cnc3ccccc3c2=O)c1,5,-4,-1,0.6,-4,1,-17,10,20
Cc1ccc(NC(=O)CCC(=O)NNC(=O)c2ccccc2)c(C)c1,6,0,-3,-0.1,5,0,-5,-12,-7
Cc1cc[n+](-c2[nH]c(=O)sc2/C=N/NC([S-])=Nc2ccccc2)cc1C,-1,0,-2,2.4,-4,3,-10,3,14
COC(=O)Cn1cnc2sc3c(c2c1=O)CCCC3,5,0,3,0.2,2,0,-2,-4,16
CCCC(C)NC(=O)COC(=O)c1ccc2c(c1)C(=O)N(Cc1ccco1)C2=O (stereo unspecified),-1,1,-13,4.8,-1,2,-15,-2,1
Cc1ccc(OCC(O)CN2CCOCC2)cc1 (stereo unspecified),1,-1,6,0.2,-3,1,-4,5,13
O=C(Nc1cc(S(=O)(=O)N2CCOCC2)ccc1Cl)c1cc(=O)c2ccccc2o1,6,3,-13,2.9,1,4,-21,-6,19
COc1ccc(N(CC(=O)Nc2cccc(C)c2C)S(=O)(=O)c2c(C)[nH]c(=O)[nH]c2=O)cc1,19,-2,-4,0.6,7,0,-10,0,5
COc1ccc(-n2nc3c(c2NC(=O)C(C)Cl)CSC3)cc1 (stereo unspecified),3,-1,-4,0.1,10,3,-13,-9,8
CCOC(=O)[C@]12CCCC=C1N(Cc1ccc3c(c1)OCO3)C(=O)[C@H](CC(=O)NCc1cccc3ccccc13)C2,10,-1,-9,2.0,-9,0,-32,-4,19
CCN(CC(=O)Nc1ccccc1OC)C(=O)c1ccc(NC(=O)c2cccs2)cc1,-3,5,5,4.8,-8,14,-16,8,5
Cc1cccc(NC(=O)C(C)Sc2ncnc3sccc23)c1 (stereo unspecified),-1,1,-9,6.1,0,4,-16,-1,12
CCN(CC)CCCNC(=O)C1CCC(=O)N(c2ccc(OC)cc2)C1c1ccc(F)cc1 (stereo unspecified),16,0,3,0.1,-1,0,-13,-3,20
O=C(CCCc1ccccc1)NCCCc1ccccc1,-3,-1,-3,-0.2,2,0,1,8,-17
Cc1[nH]c2ccccc2c1C(=O)CN1C(=O)NC2(CC(C)CC(C)(C)C2)C1=O (stereo unspecified),-21,9,9,35*,-12,19,8,11,11
CCOc1ccc(S(=O)(=O)N2CCCCC2)cc1NC(=O)CCNC(=O)c1ccco1,5,4,-6,1.3,-4,1,-12,4,8
O=C(COc1cccnc1[N+](=O)[O-])N1CCc2ccccc21,3,-3,3,0.0,2,1,8,4,-1
COC(=O)C(C#N)c1nc2ccccc2nc1N1CCCC1 (stereo unspecified),6,-2,-5,0.9,-2,1,11,5,9
CC(=O)Oc1ccc2ccccc2c1C(NC(=O)Cc1ccccc1)c1ccc(Cl)cc1 (stereo unspecified),-8,-12,4,0.5,-12,-1,2,5,-1
N#C/C=C(/N)c1ccc(Br)cc1,-2,-2,13,0.7,-3,1,-1,11,2
Cc1ccc(N=C2NC(=O)/C(=C/c3cccnc3)S2)c(C)c1,-7,-12,-11,-0.3,-11,0,0,19,-15
COc1ccc(C2C/C(=N\O)C(C)(C)O2)cc1 (stereo unspecified),6,-2,8,0.8,4,0,-5,-4,18
Cn1c(SCC(=O)N2CCCC2)nc2c(c1=O)SCC2,4,1,-1,0.3,1,0,-4,7,3
COCCN(Cc1cc2cc(C)ccc2n2nnnc12)C(=S)Nc1cccc(C)c1,-7,0,7,-0.5,-1,1,-3,13,-3
CCOC(=O)C1=C(Cn2cnc3ccccc32)NC(=O)NC1c1ccc(Cl)cc1 (stereo unspecified),7,0,-1,0.8,-2,1,-19,9,17
CCC(C(=O)NC1CCCC1)N(C(=O)Cn1nnc(-c2ccc(C)o2)n1)c1ccccc1OC (stereo unspecified),-2,-3,-13,0.2,-4,2,15,10,14
O=C(NCc1ccncc1)C1CCN(S(=O)(=O)c2ccccc2)CC1,10,-1,0,-0.1,-2,1,-4,12,7
Cc1cc(C)c([C@@H]2C[C@H]3CN(C4CCCC4)C(=O)[C@]34CCCN24)c(-n2cccn2)c1,0,-9,-14,0.9,3,-1,-14,4,18
COC(=O)C1=C(C)NC2=C(C(=O)c3ccccc32)C1c1ccc(-c2ccc(C(=O)O)cc2)o1 (stereo unspecified),-11,1,11,3.8,-50,13,2,12,3
CCC(C)NC(=O)c1ccc2c(c1)S(=O)(=O)c1ccccc1C2=O (stereo unspecified),-3,2,5,4.0,-7,8,-12,4,19
COc1ccc(/C=C/C(=O)OCC(=O)Nc2cc(C(F)(F)F)ccc2Cl)cc1,2,0,-4,0.2,1,1,-3,-5,5
Cc1ccccc1C(=O)Nc1cccc(-c2nnc(SCC(=O)O)n2C)c1,2,-2,-2,0.5,7,1,-13,-4,24
COc1cccc(-c2cc(C(=O)Nc3cnn(Cc4ccc(F)cc4)c3)no2)c1,-3,-2,7,0.4,-3,0,-9,12,16
CCn1cnc2cc(NC(=O)COc3ccc(C)cc3)ccc21,10,1,4,0.3,-2,1,-11,4,16
O=S(=O)(NCc1ccc2c(c1)OCO2)c1ccc(Cl)s1,6,-5,4,0.1,-6,1,8,10,-21
